NPR2 activator – GC-B (human) receptor activation; P20594; HEK293-GC-B cells, CNP EC30, cGMP TR-FRET; 0% at EC30 CNP, 100% saturating CNP; activation, % at 10 µM; hit rate 0.11% among 370,000;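 active = activation at 10 µM reaching about 35% in either raw or pattern-adjusted values, limit read from the data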
sPLA2-III inh – Inhibits HGIII-sPLA2 liposome hydrolysis, primary screen; inhibition, % at 12.2 µM; hit rate 0.56% among 370,000; QFRET BODIPY PC-A2 liposome hydrolysis, fluorescence;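 active = inhibition above mean plus 3 SD of compounds lying within the high and low control bounds, cut at about 19% in these data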;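 also: 0% = median of test compound wells and 100% = no enzyme DMSO wells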
proKLK7 act – activators of human kallikrein-7 zymogen; hit rate 0.9% among 370,000; purified proKLK7, EDANS-DABCYL substrate fluorescence; 100% is mature enzyme control, 0% vehicle; activation, % at 7 µM; P49862;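 active = activation above the mean of all tested compounds plus 3 SD, computed per campaign excluding outliers beyond control limits, cut at about 13% in these data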
hgDAF-12 ag – activates the H. glycines DAF-12 receptor ligand-binding domain. HEK293 GAL4-hgDAF12 UAS-luciferase reporter, agonist luminescence; normalized to butyrate control. activation, % at 6.8 µM. hit rate 1.8% among 370,000. AID 687014;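 active = activation above a cutoff set at the mean of all screened compounds plus 3 SD, cut at about 10% in these data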;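 also: 0% = DMSO wells and 100% = sodium butyrate wells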
SMARCA2 activ – activators of SMARCA2 function; MG213 cells, MMTV-luciferase reporter, dexamethasone, overnight; activation, % at 9.1 µM; hit rate 1% among 370,000; AID 652017; in the data active = activation above about 7.8%;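 also: 0% = vehicle wells and 100% = reference activator wells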
hcDAF-12 act – activates DAF-12 receptor from parasite H. contortus; HEK293 hcDAF-12 lit1-tk-luc reporter, luminescence; 0% DMSO, 100% Δ7-dafachronic acid; activation, % at 6.8 µM; hit rate 1.4% among 370,000; AID 652067;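 active = activation above the mean of all tested compounds plus 3 SD, cut at about 5.5% in these data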;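 also: 100% = response to 3 µM Δ7-dafachronic acid high control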
NPR1 activator – GC-A (human) enzyme activation | AID 1671463 | HEK293 GC-A cells, cGMP TR-FRET, EC30 ANP; 0% at EC30 ANP, 100% saturating ANP | hit rate 0.14% among 370,000 | activation, % at 10 µM | P16066; in the data active = activation above about 40%
Target sequence (P16066 whole entry, looked up): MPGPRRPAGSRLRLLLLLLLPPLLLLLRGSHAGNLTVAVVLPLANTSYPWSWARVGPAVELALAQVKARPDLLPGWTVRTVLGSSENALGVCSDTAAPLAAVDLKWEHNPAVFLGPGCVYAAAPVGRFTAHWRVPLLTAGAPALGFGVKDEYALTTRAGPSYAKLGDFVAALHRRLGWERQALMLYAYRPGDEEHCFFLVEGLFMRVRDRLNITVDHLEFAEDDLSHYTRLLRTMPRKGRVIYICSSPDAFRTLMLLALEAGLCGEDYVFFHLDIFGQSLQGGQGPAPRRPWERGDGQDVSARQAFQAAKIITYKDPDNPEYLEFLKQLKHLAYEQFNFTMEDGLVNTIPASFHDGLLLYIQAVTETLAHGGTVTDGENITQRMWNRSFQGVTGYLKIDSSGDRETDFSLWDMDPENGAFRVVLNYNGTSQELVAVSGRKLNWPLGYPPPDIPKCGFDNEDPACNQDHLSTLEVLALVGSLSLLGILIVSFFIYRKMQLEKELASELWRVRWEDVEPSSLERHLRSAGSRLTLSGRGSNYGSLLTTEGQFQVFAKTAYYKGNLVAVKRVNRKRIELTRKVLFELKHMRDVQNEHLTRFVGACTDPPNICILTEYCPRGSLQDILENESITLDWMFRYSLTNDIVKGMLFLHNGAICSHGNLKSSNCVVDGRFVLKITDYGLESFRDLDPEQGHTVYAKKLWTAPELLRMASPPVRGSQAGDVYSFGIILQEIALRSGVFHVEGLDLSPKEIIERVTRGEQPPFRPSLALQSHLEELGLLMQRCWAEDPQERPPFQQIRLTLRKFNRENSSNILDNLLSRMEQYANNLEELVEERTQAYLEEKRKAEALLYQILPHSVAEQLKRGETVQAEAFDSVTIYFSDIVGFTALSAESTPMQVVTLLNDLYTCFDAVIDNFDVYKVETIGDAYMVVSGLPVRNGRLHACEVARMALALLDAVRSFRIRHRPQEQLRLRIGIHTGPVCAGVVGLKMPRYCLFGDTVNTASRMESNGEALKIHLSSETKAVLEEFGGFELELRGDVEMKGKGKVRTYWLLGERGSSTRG
GAA850 FXN act – activators of GAA850 frataxin (FXN) promoter | HEK293 lucGAA850 FXN promoter luciferase reporter, 24 h; percent of 10 µM SAHA response | activation, % at 6 µM | hit rate 0.56% among 360,000 | AID 540364;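 active = activation above the average of all compounds screened plus 3 SD, cutoff fixed separately per campaign, cut at about 7.5% in these data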;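 also: 0% = DMSO wells and 100% = 10 µM SAHA wells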
ssDAF12 agonist – activators of S. stercoralis DAF-12 nuclear receptor; hit rate 1% among 370,000; activation, % at 6.8 µM; HEK293 ssDAF-12/GRIP1 lit1-tk-luc reporter, luminescence; % of 3 µM dafachronic acid response;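 active = activation above the mean over all tested compounds plus 3 SD, cut at about 0.9% in these data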;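 also: 0% = DMSO-only wells and 100% = 3 µM delta7-dafachronic acid wells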
DAX1 inh-1 – blocks DAX1 repression of SF-1 activated StAR promoter; HEK293T StAR-luciferase reporter, SF-1/DAX-1 repression relief; inhibition, % at 6.8 µM; hit rate 1.1% among 370,000; AID 652010;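 active = inhibition above the mean over all tested compounds plus 3 SD, cut at about 3.6% in these data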;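 also: 0% = DAX-1 cells with DMSO and 100% = cells lacking DAX-1 with DMSO; higher inhibition means more luminescence from relief of DAX-1 repression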
DAX1 inh-2 – inhibitors of human orphan nuclear receptor DAX1 (NR0B1) | P51843 | HEK293 Gal4-DAX1 luciferase reporter, luminescence | inhibition, % at 6.75 µM | hit rate 0.99% among 340,000 | AID 504766;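 active = inhibition above the mean over all tested compounds plus 3 SD, cut at about 4.2% in these data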;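 also: 0% = DAX1-transfected cells with DMSO and 100% = empty-vector control cells with DMSO; inhibition shows as a rise in luminescence from relieved DAX1 repression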
Starred values were filed as active, the others as inactive; . = not tested or not shown.

SMILES	NPR2 activator	sPLA2-III inh	proKLK7 act	hgDAF-12 ag	SMARCA2 activ	hcDAF-12 act	NPR1 activator	GAA850 FXN act	ssDAF12 agonist	DAX1 inh-1	DAX1 inh-2
COC(=O)c1ccc(C(=O)NC2CCCN(Cc3ccc(Cl)cc3)C2)nc1 (stereo unspecified)	-6	-4	0.1	-0.6	-1	-0.9	-7	0.1	-1.5	-0.7	-2.1
CC(=O)Nc1ccc(S(=O)(=O)NCC(=O)OC(C)c2ccccc2Cl)cc1 (stereo unspecified)	-1	-17	-0.5	0.7	-3	-0.9	-5	-1.5	-0.2	0.3	0.5
O=C(NCC1COc2ccccc2O1)c1ccco1 (stereo unspecified)	6	-4	-0.9	-1.5	0	0.2	2	2.0	-1.2	-0.5	-0.4
COc1ccc(C(=O)Nc2nc3nc(-c4ccccc4)cc(=O)n3[nH]2)cc1	5	9	-0.1	-2.3	-4	-1.9	1	0.1	-1.6	-0.1	0.0
Cc1nn(S(=O)(=O)c2ccc(Cl)cc2)c(C)c1S(=O)(=O)N1CCOCC1	3	0	-0.5	1.1	1	-1.8	1	0.5	-1.4	0.4	-0.7
O=C(COC(=O)c1ccc([N+](=O)[O-])s1)NCc1ccccc1	0	5	-0.1	-2.9	3	1.2	-4	2.8	-1.2	-0.3	2.0
CCC(C)[C@H]1CNCCN1CCc1cccc(F)c1 (stereo partly specified)	0	1	-0.3	1.2	1	-0.3	-3	0.5	-1.1	0.5	0.0
CCN(c1ccccc1)S(=O)(=O)c1ccc(OC)c(NC(=O)c2cc(Cl)ccn2)c1	-8	0	-0.4	-1.6	1	-1.2	-3	-0.8	-1.0	-0.9	0.1
Cc1noc(C)c1CN1C(=O)NC2(CCc3ccccc3C2)C1=O (stereo unspecified)	-1	2	0.0	-0.8	-2	-2.0	-2	-0.2	-0.6	-0.2	1.7
COc1cc(C(=O)NNC(=O)c2cccn2C)cc(OC)c1OC	-2	5	-0.3	3.0	2	-0.4	1	0.9	-1.1	2.0	2.7

5 entries out of the list, ordered by heavy-atom count, lowest first.
SMILES	NPR2 activator	sPLA2-III inh	proKLK7 act	hgDAF-12 ag	SMARCA2 activ	hcDAF-12 act	NPR1 activator	GAA850 FXN act	ssDAF12 agonist	DAX1 inh-1	DAX1 inh-2
CCC(C)[C@H]1CNCCN1CCc1cccc(F)c1 (stereo partly specified)	0	1	-0.3	1.2	1	-0.3	-3	0.5	-1.1	0.5	0.0
O=C(COC(=O)c1ccc([N+](=O)[O-])s1)NCc1ccccc1	0	5	-0.1	-2.9	3	1.2	-4	2.8	-1.2	-0.3	2.0
COc1cc(C(=O)NNC(=O)c2cccn2C)cc(OC)c1OC	-2	5	-0.3	3.0	2	-0.4	1	0.9	-1.1	2.0	2.7
COc1ccc(C(=O)Nc2nc3nc(-c4ccccc4)cc(=O)n3[nH]2)cc1	5	9	-0.1	-2.3	-4	-1.9	1	0.1	-1.6	-0.1	0.0
CCN(c1ccccc1)S(=O)(=O)c1ccc(OC)c(NC(=O)c2cc(Cl)ccn2)c1	-8	0	-0.4	-1.6	1	-1.2	-3	-0.8	-1.0	-0.9	0.1

Continuation.
SMILES	NPR2 activator	sPLA2-III inh	proKLK7 act	hgDAF-12 ag	SMARCA2 activ	hcDAF-12 act	NPR1 activator	GAA850 FXN act	ssDAF12 agonist	DAX1 inh-1	DAX1 inh-2
COc1ccc(CCNCC(O)COc2cccc(Br)c2)cc1 (stereo unspecified)	-2	-5	0.5	0.5	1	-1.0	-4	0.3	-1.4	0.4	-0.6
O=C(CN1CCc2ccccc2C1)Nc1ccc(F)cc1F	-1	10	1.0	3.4	-6	-1.9	-2	1.4	-2.0	-1.0	0.3
Cc1ccc2[nH]c(=O)c(CN(Cc3ccccc3Cl)C(=O)N3CCOCC3)cc2c1	-5	-4	-0.9	-3.3	-2	-1.4	-2	-3.1	-1.0	0.1	0.7
COc1ccccc1CNC(=O)CCCn1nc(C)c2c(C)n(-c3ccccc3)nc2c1=O	-5	-5	0.7	-3.6	-2	-3.1	-6	1.0	-1.4	-0.4	-0.4
CCn1c(-c2ccccc2)ccc(C#N)c1=O	-12	0	-0.1	-1.0	1	0.8	-10	2.1	-1.3	-0.4	-1.4
C[C@@H]1CN([C@@H](C)CO)C(=O)CCCn2nncc2CO[C@H]1CN(C)Cc1cccc2c1OCCCO2	5	-4	-0.2	0.2	-1	0.8	6	0.1	-0.4	0.4	0.6
C=CCn1cc(C(=O)OC)c(=O)c2cc(S(=O)(=O)N(CC)CC)ccc21	-6	3	0.4	-0.1	0	3.0	0	0.3	-0.9	0.0	1.1
O=C(Nc1nnc(SCc2cccnc2)s1)C1CC(=O)N(c2ccccc2)C1 (stereo unspecified)	-7	-10	-0.2	-1.6	0	-0.7	5	0.8	-1.2	0.2	0.6
CCCCCC(=O)Nc1ccc(N2CCN(C(=O)CCC)CC2)cc1	2	3	-0.5	1.2	3	0.5	-1	-0.2	-1.5	-0.5	-0.8
COC(=O)c1ccc2nc(-c3ccco3)c(Cc3ccc(C)cc3)n2c1	52*	3	-13	0.8	-3	2.5	44*	.	0.0	-1.2	.
Cc1nc(-c2ccccn2)sc1C(=O)Nc1ccc(F)cc1F	-8	3	-0.1	3.9	-1	1.6	3	5.5	-1.1	0.8	2.5
CC(C)NC(=O)c1cc(C2CCCCN2C(=O)c2ccccc2)on1 (stereo unspecified)	-1	5	0.5	1.5	0	1.4	0	-0.1	-1.5	0.1	.
Cc1ccc(C)c(OCc2cc(C(=O)NC3CCOC(C)(C)C3)no2)c1 (stereo unspecified)	-4	1	0.5	4.3	2	3.3	-4	1.7	-0.6	3.1	1.4
Cc1nn(C(C)C(=O)Nc2ccccc2Cl)c(=O)c2nn(-c3ccccc3)c(C)c12 (stereo unspecified)	-3	0	0.5	1.2	0	-4.1	-3	-0.4	-1.2	-0.7	-0.4
CCOC(=O)c1[nH]c(COC(=O)c2ccccc2NC(=O)c2ccco2)c(C(=O)OCC)c1C	4	1	0.8	-2.1	2	-0.1	0	-1.4	-0.9	0.3	1.7
COc1ccc2c(c1)CCc1cn3nc(C)cc3nc1-2	-5	-2	6.3	-0.2	-3	2.9	3	-0.3	-1.9	-1.2	-0.9
CCC(=O)N1Cc2cc(C(=O)Nc3nccs3)nc(-c3cccc(-c4ccccc4OC)c3)c2[C@H]1CCO	3	-5	-1.7	-4.9	2	-2.8	3	.	-1.5	-4.6	.
O=C(C1CCCN(S(=O)(=O)c2cccc3nonc23)C1)N1CCN(c2ccccc2)CC1 (stereo unspecified)	6	-4	1.2	-2.8	1	-2.8	-2	-0.1	-2.2	0.7	-1.2
CC(C)(C)c1ccc(S(=O)(=O)NC(=O)C2(C)CCN2C(=O)Cc2ccc(Cl)cc2Cl)cc1 (stereo unspecified)	2	-1	-0.2	3.6	3	-1.1	3	0.1	-1.3	0.5	.
O=C(COC(=O)CCC(=O)c1ccc(F)cc1)Nc1ccc2[nH]c(=O)[nH]c2c1	-1	-23	-0.2	1.1	-3	0.2	-4	2.8	-1.2	0.4	0.5
Oc1oc(-c2ccccc2)nc1C=NCc1ccncc1	3	1	-0.5	3.1	1	-0.7	8	-0.8	-1.1	-0.1	2.3
Cc1ccc(N2CCN(CCCCN3C(=O)C4CCCN4C3=O)CC2)cc1 (stereo unspecified)	-3	10	0.1	-0.4	-1	-0.3	5	0.7	0.0	-0.1	-0.8
COCc1cc(=O)[nH]c(=S)[nH]1	-3	-2	0.0	-1.0	-3	-0.6	3	-3.7	-1.0	0.5	0.4
O=C1C=C(c2ccc(-c3ccccc3)cc2)C[C@@H](c2ccc(Cl)cc2)C1	3	5	-0.9	1.1	0	-1.6	1	0.5	-1.0	0.6	2.6
Cc1noc(NS(=O)(=O)c2ccc(NC(=O)CCCOc3ccc(Cl)cc3Cl)cc2)c1C	-7	-65	0.6	-1.4	1	0.3	3	-1.9	-1.7	0.4	0.6
O=C(NCc1ccc(N2CCCC2=O)cc1)Nc1ccccc1	2	-2	0.5	1.2	0	-0.1	2	-0.5	-1.3	0.0	-0.2
COC(=O)C1=C(C(=O)OC)[C@@H]2N(C)c3ccccc3[C@@]23C[C@@H](CO)N(C(=O)NCCBr)C3=N1	-7	-4	-0.3	-2.1	0	-0.8	-1	0.0	-1.1	0.5	-0.6
O=c1[nH][nH]c2cc(=O)n(-c3ccc(Cl)cc3)nc12	-1	-5	0.0	-3.7	1	1.1	-3	0.4	-1.7	-0.5	0.7
Cc1ccccc1C(=O)Nc1ccccc1NC(=O)c1ccccc1C	1	-1	-0.8	-0.8	-1	-1.7	-6	1.8	-0.6	0.0	0.0
CNc1ccccc(-c2ccc3ccccc3n2)c1=O	-2	-12	-0.5	3.4	15*	7.0*	-1	2.4	-0.2	0.3	-0.1
O=C(CN1CCN(c2ccc(F)cc2)CC1)NCc1ccc(F)cc1	1	1	-0.1	-1.2	-4	0.1	2	-0.3	-1.4	-0.3	0.1
CC(OC(=O)CCc1cc(C(C)(C)C)c(O)c(C(C)(C)C)c1)C(=O)NC1CC1 (stereo unspecified)	0	-3	-0.1	1.5	-2	1.3	8	-1.1	-1.1	-0.6	0.5
CN(CC(=O)NCc1ccc2c(c1)OCO2)S(=O)(=O)c1ccc(Br)s1	-1	-8	0.7	-0.6	1	-1.9	-1	-1.3	-1.3	-0.3	-0.3
O=C(Nc1ccc(CN2CCCCC2)cc1)Nc1ccc(Br)cc1Cl	-9	-9	-0.1	-2.5	0	0.7	8	4.7	-1.2	-1.4	0.7
CC1=CC(C)C2C(=O)N(c3ccccc3)NC(=O)C2C1 (stereo unspecified)	3	5	0.4	-1.5	-3	-1.1	3	-0.2	-1.8	-0.1	-0.1
COCCNC(=S)N/N=C(\C)c1cccc(OC)c1	2	1	0.1	-1.1	-3	-0.6	2	0.7	-1.2	-0.9	0.0
O=C(c1ccc(N2CCOCC2)nc1)N1CCCCC1	-5	3	0.5	3.7	-2	-1.1	-1	5.9	-0.8	-0.6	1.4
CC(C)(C)S(=O)N1Cc2cc(CO)ccc2[C@@H]1CCO (stereo partly specified)	-3	5	0.3	1.3	-1	1.9	2	-1.2	0.1	0.1	-1.5
Cc1ccc(-c2cc(C(=O)NN=Cc3ccc(-c4ccccc4)cc3)[nH]n2)cc1C	2	3	0.2	2.9	4	0.3	-6	.	-0.8	0.6	.
Cc1ccc(-c2ccc(C(=O)Nc3ccccc3)o2)c2ccccc12	1	0	-131	2.6	-1	-1.6	-4	2.1	-1.5	-0.4	0.0
COCCCNc1nc2ccccc2nc1NS(=O)(=O)c1cc(Cl)ccc1Cl	4	-36	0.0	-1.1	0	-1.3	-5	-0.1	-1.1	0.1	0.8
CCn1ncc(C2=NOC(C(=O)NCCc3ccccc3)C2)c1C (stereo unspecified)	-6	3	-0.3	2.6	3	-0.4	0	1.9	-1.0	0.1	-0.6
COC(=O)C1CN(Cc2cn(Cc3ccc(F)cc3)nn2)CCS(=O)(=O)N1Cc1ccc(F)cc1 (stereo unspecified)	-3	3	-0.2	-0.6	-2	-1.2	-1	.	-1.2	-0.6	.

High-throughput results deposited in PubChem BioAssay by several laboratories.
